KLK5 inh: human KLK5 protease inhibitors, primary screen, biochemical, 1536-well; Kallikrein-5 (Homo sapiens), Q9Y337; recombinant hK5, fluorogenic AMC substrate cleavage; inhibition, % at 5 µM; 210,000 tested, 0.59% active;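 active = inhibition of 40% or more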;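 also: 0% = enzyme controls without compound and 100% = no-enzyme blanks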
Target sequence (Q9Y337 67-293 limits assumed): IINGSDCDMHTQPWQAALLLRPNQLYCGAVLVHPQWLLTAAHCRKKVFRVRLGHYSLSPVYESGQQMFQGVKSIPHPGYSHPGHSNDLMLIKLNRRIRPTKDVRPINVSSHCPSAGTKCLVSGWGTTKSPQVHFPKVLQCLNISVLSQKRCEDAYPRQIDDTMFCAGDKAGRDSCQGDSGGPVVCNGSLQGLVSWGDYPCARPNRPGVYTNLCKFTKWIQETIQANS
Thrombin inh: human alpha-thrombin inhibitors, primary screen, counter-screen for coagulation protease inhibitor project, biochemical, 1536-well, fluorogenic AMC substrate; Prothrombin (Homo sapiens), P00734; Boc-VPR-AMC fluorogenic substrate cleavage; inhibition, % at 5 µM; 220,000 tested, 0.26% active; AID 1046, 2008;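 active = inhibition at or above 40%; inactive = inhibition below 40%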;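 also: 0% = enzyme with no compound and 100% = wells without enzyme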
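Material: human alpha-thrombin enzyme / Medium: pH 7.5 Tris (50 mM) with NaCl 150 mM, Tween 20 0.05% / Compound: single-point dosing at 5 µM, 0.2% DMSO / Incubation: enzyme reaction carried out at room temperature / Detection: AMC fluorescence, 355/460 nm / Read-out basis: percent inhibition scaled between no-compound controls and no-enzyme blanks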
FXIa inh 1536: human FXIa protease inhibitors, primary screen, biochemical, 1536-well; Coagulation factor XI (Homo sapiens), P03951; purified FXIa, Boc-Glu-Ala-Arg-AMC fluorogenic substrate; inhibition, % at 5 µM; 220,000 tested, 0.14% active; AID 798, 2007;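 active = inhibition of at least 40%; inactive = inhibition below 40%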;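 also: fluorescence of freed AMC excited at 355 nm; 0% = enzyme without compound and 100% = no enzyme blank; many of its hits are not listed in these tables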
Rad51 HR inh: human RAD51 strand exchange inhibitors, primary screen, biochemical, fluorescence | 200,000 tested, 0.085% active | DNA repair protein RAD51 homolog 1 (Homo sapiens), Q06609 | inhibition, % at 10 µM | hRad51 DNA strand exchange, fluorescence dequenching;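 active = inhibition above 40% at the single screening dose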;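 also: 0% = DMSO control wells and 100% = blanks with heterologous ssDNA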
Target sequence (Q06609 whole entry, looked up): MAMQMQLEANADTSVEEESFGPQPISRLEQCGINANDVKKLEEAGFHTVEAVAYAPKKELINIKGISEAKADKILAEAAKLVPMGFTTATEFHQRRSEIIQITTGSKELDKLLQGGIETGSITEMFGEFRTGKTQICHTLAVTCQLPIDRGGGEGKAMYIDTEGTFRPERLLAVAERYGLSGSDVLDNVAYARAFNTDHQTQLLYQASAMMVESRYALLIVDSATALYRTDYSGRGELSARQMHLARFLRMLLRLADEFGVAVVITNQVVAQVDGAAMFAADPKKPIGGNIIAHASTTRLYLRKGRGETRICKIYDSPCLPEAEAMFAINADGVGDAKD
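Material: hRad51 filaments on single-stranded DNA; Reagent: Donor/quencher-labelled 47-bp dsDNA substrate; Compound: 10 µM final, single point; Schedule: 37 °C 15-min filament assembly, 30-min compound preincubation, 15-min exchange; Technique: FRET fluorescence, excitation 485 nm, emission 520 nm; Benchmarks: control wells and blank wells on each plate.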
FXIIa inh: human FXIIa protease inhibitors, primary screen, biochemical, 1536-well; Coagulation factor XII (Homo sapiens), P00748; purified FXIIa, Boc-QGR-AMC fluorogenic substrate, 2 h; inhibition, % at 5 µM; 220,000 tested, 0.3% active; AID 800, 2007; in the data active = inhibition above about 40%;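 also: 0% = enzyme with no compound and 100% = blank without enzyme; many of its hits are not listed in these tables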
Hck Nef HTS: inhibitors of Nef-activated human Hck kinase, primary screen, biochemical, Z-Lyte FRET, 384-well, Hck-YEEI | Recombinant Hck-YEEI plus Nef, Z-Lyte FRET kinase assay | 220,000 tested, 0.68% active | inhibition, % at 20 µM;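 active = Hck-Nef kinase inhibition above about 50%, limit read from the data; inactive = inhibition below that limit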;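 also: 0% = DMSO with Hck plus Nef and 100% = Hck alone without Nef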
Target sequence (P08631 whole entry, looked up): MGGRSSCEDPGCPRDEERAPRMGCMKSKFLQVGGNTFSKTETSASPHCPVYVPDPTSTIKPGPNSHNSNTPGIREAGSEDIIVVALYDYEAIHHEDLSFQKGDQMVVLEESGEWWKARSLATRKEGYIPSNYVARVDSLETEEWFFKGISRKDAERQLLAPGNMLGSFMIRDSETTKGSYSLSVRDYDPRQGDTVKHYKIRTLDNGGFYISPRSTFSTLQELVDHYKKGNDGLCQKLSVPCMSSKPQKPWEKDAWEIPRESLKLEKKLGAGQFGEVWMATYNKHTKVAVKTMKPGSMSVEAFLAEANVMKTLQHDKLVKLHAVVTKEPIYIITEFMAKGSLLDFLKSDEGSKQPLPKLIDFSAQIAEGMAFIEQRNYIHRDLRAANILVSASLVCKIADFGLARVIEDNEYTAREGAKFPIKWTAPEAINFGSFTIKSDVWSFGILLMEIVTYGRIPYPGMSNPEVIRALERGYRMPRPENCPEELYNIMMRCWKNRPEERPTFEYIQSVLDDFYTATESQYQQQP
zVAD death inh: inhibitors of zVAD-triggered necroptosis, primary screen, L929 cells; 220,000 tested, 0.38% active; viability rescue, % at 10 µM; AID 1377, 2008; L929 zVAD necroptosis rescue, ATP luminescence, 24 h; with zVAD 60 µM;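 active = activation, scaled between plate controls, above about 75%, limit read from the data; inactive = activation under that limit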;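 also: 0% = zVAD with DMSO and 100% = DMSO alone without zVAD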
KCC2 mod: KCC2 cotransporter modulators, thallium flux, primary screen, cell-based, HEK293 KCC2, FluoZin-2 fluorescence, MLSMR; B-score of Tl+ flux slope (higher = more flux/activation; lower = inhibition) at 10 µM; 190,000 tested, 2.2% active; KCC2 cells, thallium flux FluoZin-2 fluorescence; Solute carrier family 12 member 5 (Homo sapiens), Q9H2X9;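 active = thallium flux slope and its plate-corrected score both differing from the plate sample mean at a set confidence after two filtering rounds, in either direction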;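 also: slope of fluorescence scaled to starting intensity during 10 to 20 s after thallium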
TNF death inh: inhibitors of TNF-alpha triggered necroptosis, primary screen, cell-based, Jurkat FADD-/-, single concentration. activation (protection from cell death), % at 10 µM. Jurkat FADD-/- TNF necroptosis rescue, ATP luminescence, 24 h; 0 = TNF only, 100 = no-TNF cells. AID 463075, 2010. 220,000 tested, 0.068% active;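 active = activation, meaning protection from cell death, of at least 50% relative to plate controls; inactive = activation below 50%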;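 also: necroptosis triggered by 40 ng/mL TNF-alpha added together with compound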
An asterisk follows results filed as active.

A first look:
`CCC(C)c1cc(S(=O)(=O)N2CCOCC2)ccc1OC` (stereo unspecified) gave KLK5 inh -7.0, Thrombin inh 4.2, FXIa inh 1536 -0.8, Rad51 HR inh -2.9, FXIIa inh 0.8, Hck Nef HTS 6.6, zVAD death inh -0.9, KCC2 mod -0.426 and TNF death inh -2.2.
CN(C)C(=O)CN1C(=O)C2CCCCN2C(=O)c2ccccc21 (stereo unspecified) was read as KLK5 inh -5.3, Thrombin inh -0.6, FXIa inh 1536 -4.9, Rad51 HR inh 6.9, FXIIa inh 2.2, Hck Nef HTS -0.5, zVAD death inh -0.4, KCC2 mod 2.31 and TNF death inh -3.6.
Screening Cc1ccc(NCC(=O)N=Nc2c(O)n(C)c3ccccc23)cc1 returned KLK5 inh 6.8, Thrombin inh -6.7, FXIa inh 1536 0.8, Rad51 HR inh -3.8, FXIIa inh 13.5, Hck Nef HTS 11.8, zVAD death inh -1.5, KCC2 mod 2.42 and TNF death inh -0.2.

Main list, previewed entries included:
`CCC(C)c1cc(S(=O)(=O)N2CCOCC2)ccc1OC` (stereo unspecified) gave KLK5 inh -7.0, Thrombin inh 4.2, FXIa inh 1536 -0.8, Rad51 HR inh -2.9, FXIIa inh 0.8, Hck Nef HTS 6.6, zVAD death inh -0.9, KCC2 mod -0.426 and TNF death inh -2.2.
CN(C)C(=O)CN1C(=O)C2CCCCN2C(=O)c2ccccc21 (stereo unspecified) was read as KLK5 inh -5.3, Thrombin inh -0.6, FXIa inh 1536 -4.9, Rad51 HR inh 6.9, FXIIa inh 2.2, Hck Nef HTS -0.5, zVAD death inh -0.4, KCC2 mod 2.31 and TNF death inh -3.6.
Screening Cc1ccc(NCC(=O)N=Nc2c(O)n(C)c3ccccc23)cc1 returned KLK5 inh 6.8, Thrombin inh -6.7, FXIa inh 1536 0.8, Rad51 HR inh -3.8, FXIIa inh 13.5, Hck Nef HTS 11.8, zVAD death inh -1.5, KCC2 mod 2.42 and TNF death inh -0.2.
CN(C)c1ccc(CN2CCCCC2)cc1 was read as KLK5 inh -4.3, Thrombin inh -4.0, FXIa inh 1536 -1.3, Rad51 HR inh 0.3, FXIIa inh 0.4, Hck Nef HTS -10.7, zVAD death inh -0.1, KCC2 mod 0.205 and TNF death inh 1.6.
COc1ccc(OCC(=O)NNC(=O)c2nn(C)c(=O)c3ccccc23)cc1 was read as KLK5 inh -17.5, Thrombin inh -7.0, FXIa inh 1536 -1.5, Rad51 HR inh -2.5, FXIIa inh 6.6, Hck Nef HTS 0.3, zVAD death inh 1.1, KCC2 mod 0.636 and TNF death inh 2.3.
Screening CSc1cccc(NC(=O)CCC(=O)O)c1 returned KLK5 inh -9.0, Thrombin inh -5.3, FXIa inh 1536 -4.2, Rad51 HR inh 4.7, FXIIa inh -1.2, Hck Nef HTS 0.7, zVAD death inh 0.9, KCC2 mod 1.23 and TNF death inh 1.2.
`CCOc1ccccc1N(C(=O)c1ccco1)C(C(=O)NC1CCCC1)c1cccnc1` (stereo unspecified) gave KLK5 inh -5.4, Thrombin inh -11.7, FXIa inh 1536 -1.3, Rad51 HR inh 0.7, FXIIa inh 0.4, Hck Nef HTS -1.0, zVAD death inh -0.4, KCC2 mod -0.0516 and TNF death inh 0.1.
Screening Cc1cccc(-c2noc(CCCC(=O)Nc3ccc(C(N)=O)cc3)n2)c1 returned KLK5 inh 4.6, Thrombin inh -1.5, FXIa inh 1536 -3.7, Rad51 HR inh -3.9, FXIIa inh 0.6, Hck Nef HTS 0.9, zVAD death inh -0.2 and TNF death inh 0.8.
`O=C(Nc1cccc2cccnc12)c1cccc(N2C(=O)CCC2=O)c1` gave KLK5 inh -7.8, Thrombin inh -4.5, FXIa inh 1536 1.1, Rad51 HR inh -4.8, FXIIa inh 6.7, Hck Nef HTS -8.3, zVAD death inh 2.1, KCC2 mod 0.0195 and TNF death inh 0.0.
Cc1ccc(COC(=O)c2nn(-c3ccccc3)nc2N)cc1 was read as KLK5 inh -10.5, Thrombin inh -16.2, FXIa inh 1536 -8.8, Rad51 HR inh 3.9, FXIIa inh 0.0, Hck Nef HTS 25.0, zVAD death inh 3.0 and TNF death inh 0.1.
`CCNC(=S)N/N=C/c1ccc(OCC(=O)Nc2ccc(OC)cc2)c(OC)c1` gave KLK5 inh -13.4, Thrombin inh -0.2, FXIa inh 1536 4.0, Rad51 HR inh -4.2, FXIIa inh 12.8, Hck Nef HTS 3.6, zVAD death inh 0.1 and TNF death inh 0.8.
`Cc1ccc(C)c(N2CCN(CC(=O)Nc3ccc4[nH]c(=O)[nH]c4c3)CC2)c1` gave KLK5 inh -0.8, Thrombin inh 3.9, FXIa inh 1536 1.1, Rad51 HR inh 3.5, FXIIa inh 3.3, Hck Nef HTS 0.3, zVAD death inh 1.8, KCC2 mod 2.51 and TNF death inh -0.3.
CCOC(=O)C1=C(CSc2nc3c(cc2C#N)CN(C)CC3)OC(N)=C(C#N)C1c1ccc(F)cc1 (stereo unspecified) was read as KLK5 inh -12.4, Thrombin inh 3.9, FXIa inh 1536 2.1, Rad51 HR inh -26.5, FXIIa inh 12.7, Hck Nef HTS 10.1, zVAD death inh 0.7, KCC2 mod 0.144 and TNF death inh -2.0.
For COc1ccc(-c2cc3nc4c(c(N5CCC6(CC5)OCCO6)n3n2)CCC4)cc1 the results were KLK5 inh 1.5, Thrombin inh -8.4, FXIa inh 1536 -1.0, Rad51 HR inh -4.5, FXIIa inh 4.8, Hck Nef HTS 6.8, zVAD death inh 16.7, KCC2 mod -0.815 and TNF death inh -1.1.
`CCOC(=O)CNC(=O)Cn1cnc2c(nnn2-c2ccc(F)cc2)c1=O` gave KLK5 inh 44.9*, Thrombin inh 22.2, FXIa inh 1536 12.5, Rad51 HR inh 0.2, FXIIa inh 31.7, Hck Nef HTS 1.1, zVAD death inh 0.5, KCC2 mod 0.273 and TNF death inh -2.1.
COc1cc(/C=N/n2cnnc2)ccc1OC(=O)c1ccncc1 was read as KLK5 inh 2.9, Thrombin inh -6.8, FXIa inh 1536 -12.4, Rad51 HR inh 5.0, FXIIa inh -6.9, Hck Nef HTS 3.0, zVAD death inh 2.2 and TNF death inh -1.7.
For Clc1ccc(Cn2cc(/C=N/n3cnnc3)c3ccccc32)cc1 the results were KLK5 inh 1.0, Thrombin inh -1.2, FXIa inh 1536 2.4, Rad51 HR inh 11.5, FXIIa inh 16.9, Hck Nef HTS -7.4, zVAD death inh -1.1, KCC2 mod -0.735 and TNF death inh 22.8.
`Cc1ccc(C(c2nnnn2C2CCCC2)N2CCN3CCCC3C2)cc1` (stereo unspecified) gave KLK5 inh -1.3, Thrombin inh -1.9, FXIa inh 1536 -8.2, Rad51 HR inh -3.8, FXIIa inh -1.6, Hck Nef HTS 0.9, zVAD death inh -0.3, KCC2 mod 0.118 and TNF death inh 0.5.
For CCN(CC)c1cc(C(F)(F)F)nc(-c2ccccn2)n1 the results were KLK5 inh 5.6, Thrombin inh 0.0, FXIa inh 1536 -2.0, Rad51 HR inh -4.0, FXIIa inh -6.9, Hck Nef HTS -0.5, zVAD death inh -0.1, KCC2 mod 0.0956 and TNF death inh -3.4.
COc1ccnc(Oc2ccc(F)cc2)c1C#N was read as Thrombin inh -1.3, FXIa inh 1536 7.3, Rad51 HR inh -12.8, FXIIa inh 14.2, Hck Nef HTS -6.6, zVAD death inh 0.2, KCC2 mod -1.93 and TNF death inh -1.2.
Screening Cc1ccc(-c2ccc(S(=O)(=O)N3CCN(C)CC3)cc2)cc1 returned KLK5 inh -12.3, Thrombin inh 3.8, FXIa inh 1536 4.2, Rad51 HR inh -6.4, FXIIa inh 10.4, Hck Nef HTS -9.2, zVAD death inh 0.7, KCC2 mod -1.91 and TNF death inh -2.8.
O=C(N/N=C/c1ccc(Cl)c([N+](=O)[O-])c1)C1CC1 was read as KLK5 inh 11.8, Thrombin inh 12.4, FXIa inh 1536 8.8, Rad51 HR inh 0.8, FXIIa inh 18.2, Hck Nef HTS 9.1, zVAD death inh -0.8, KCC2 mod 1.05 and TNF death inh 1.5.
Cc1cc(C(C)(C)C)ccc1OCCn1ccnc1 was read as KLK5 inh -3.7, Thrombin inh -2.2, FXIa inh 1536 -7.0, Rad51 HR inh -8.8, FXIIa inh -2.7, Hck Nef HTS -0.8, zVAD death inh 0.0, KCC2 mod 0.0109 and TNF death inh -1.0.
`COC(=O)COc1ccc(S(=O)(=O)N2CCN(c3ccc(OC)cc3)CC2)cc1` gave KLK5 inh -2.9, Thrombin inh -9.2, FXIa inh 1536 -4.9, Rad51 HR inh 0.5, FXIIa inh 2.6, Hck Nef HTS 22.9, zVAD death inh 4.5, KCC2 mod -0.161 and TNF death inh 1.9.
`O=S1(=O)CCC(NCC2CCCO2)C1` (stereo unspecified) gave KLK5 inh -25.9, Thrombin inh -2.8, FXIa inh 1536 -12.0, Rad51 HR inh -4.2, FXIIa inh -7.7, Hck Nef HTS 2.9, zVAD death inh -0.2 and TNF death inh -3.5.
`CC(=O)Nc1ccc(Oc2cc(C#N)c(C#N)cc2N2CCCCCC2)cc1` gave KLK5 inh 8.6, Thrombin inh 5.1, FXIa inh 1536 1.8, Rad51 HR inh -8.4, FXIIa inh -11.4, Hck Nef HTS -0.4, zVAD death inh 1.3, KCC2 mod 0.398 and TNF death inh -2.0.
O=C(Nc1nc2ccccc2s1)Nc1ccc([N+](=O)[O-])cc1Cl was read as KLK5 inh 0.5, Thrombin inh -0.4, FXIa inh 1536 0.7, Rad51 HR inh 15.2, FXIIa inh 7.5, Hck Nef HTS 31.0, zVAD death inh 0.0 and TNF death inh 3.7.
Screening O=C(COC(=O)c1ccc2c(=O)n3c(nc2c1)CCC3)NC1CCS(=O)(=O)C1 (stereo unspecified) returned KLK5 inh -4.5, Thrombin inh -6.0, FXIa inh 1536 -2.6, Rad51 HR inh 9.0, FXIIa inh 9.3, Hck Nef HTS 22.0, zVAD death inh 2.7, KCC2 mod -0.46 and TNF death inh 0.1.
Screening CCOC(=O)c1c(C)oc2ccc(OCC(N)=O)cc12 returned KLK5 inh -4.3, Thrombin inh -2.1, FXIa inh 1536 -4.9, Rad51 HR inh -7.3, FXIIa inh 7.5, Hck Nef HTS -0.4, zVAD death inh 0.0, KCC2 mod 0.251 and TNF death inh -1.0.
CC(NC(=O)Cn1c(=O)[nH]c2ccsc2c1=O)C12CC3CC(CC(C3)C1)C2 (stereo unspecified) was read as KLK5 inh 0.7, Thrombin inh 8.3, FXIa inh 1536 0.6, Rad51 HR inh 7.9, FXIIa inh 12.8, Hck Nef HTS 3.9, zVAD death inh 0.1, KCC2 mod -0.468 and TNF death inh 2.2.

Assay outcomes as filed in PubChem.

An excerpt; count on the stated rates, not on these rows.
